Source: PubChem
ARNT-TACC3 inh = disruptors of human ARNT/TACC3 interaction. Q9Y6A5. AlphaScreen His-ARNT PAS-B/GST-TACC3 binding, luminescence; TACC3 fragment carries E629A point mutation. inhibition, % at 9.99 µM. 390,000 compounds, 0.66% hits. AID 623870;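 active means mean inhibition of replicates at least 50% and at least half of replicates each reaching 50%; inconclusive means half or more replicates reach 50% but mean below 50%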;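 further: 0% = complete ARNT plus TACC3 wells and 100% = ARNT alone without TACC3; many hits fall short of the cut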
LGR2 inh = blocks bursicon-induced cAMP signaling via Drosophila LGR2. HEK293 LGR2, CRE-luciferase, bursicon-stimulated, 4 h. inhibition, % at 9.99 µM. 380,000 compounds, 0.35% hits;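 active means drop in luminescence signal, shown as inhibition above about 50% in the replicate tests, limit read from the data, passing the limit was not always enough; inconclusive means probably only some replicates passing the limit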;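 further: agonist challenge used bursicon conditioned medium at about half maximal strength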
Cneo AK release = Cryptococcus neoformans lysis via adenylate kinase release | 360,000 compounds, 0.2% hits | lysis activity, % at 15 µM | C. neoformans lysis, adenylate kinase release luminescence, 4 h; normalised: neutral wells 0, clomiphene wells 100;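 active means mean lysis activity across replicates of at least 80%, whatever share of replicates individually reach that level; inactive means mean lysis activity below 80%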
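Signal: Adenylate kinase release luminescence | Assay system: Log-phase Cryptococcus neoformans yeast cells | Input: Cells at 5 × 10^6 per mL | Buffer or medium: Fresh YPD growth medium | Compound: Single dose | Schedule: Static 4 h at 37 °C with compound, 1 h detection | Controls: Clomiphene | Read-out: Luminescence rise reflecting yeast cell lysis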
PGC1a acetyl inh = lowers PGC1a acetylation signal in U2OS cells; 350,000 compounds, 0.17% hits; AlphaScreen anti-acetyl-lysine; with virally co-expressed GCN5 acetyltransferase; AID 651687; inhibition, % at 15.6 µM;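 active means every replicate shows inhibition of at least 40%; inconclusive means mean inhibition at least 40% but some replicate below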;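 further: 0% = neutral control wells and 100% = positive control wells; some results beyond the cut were filed as inactive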
INS-1E GSIS act = primary screen for activators of insulin secretion dependent on glucose, INS-1E cells, GLuc reporter luminescence | INS-1E GLuc reporter insulin secretion, 2-3 h | activation, % at 16.6 µM | 370,000 compounds, 0.61% hits | AID 743287;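 active means lowest replicate activation of at least 40%, so every replicate reaches that level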;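 further: 0% = median of neutral control wells and 100% = median of IBMX positive control wells; some compounds called inactive have numbers as strong as hits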
PglD inh = PglD (C. jejuni) enzyme inhibition; 360,000 compounds, 0.098% hits; purified PglD enzyme, DTNB colorimetric CoA detection; inhibition, % at 12.5 µM; in the data active means inhibition above about 16%, passing the limit was not always enough; inconclusive means no clear call, values can overlap the other calls; further: strong numbers were not always called active
C2C12 statin = suppression of simvastatin myotoxicity; 330,000 compounds, 0.78% hits; rescue of ATP level, % at 7.49 µM; AID 602340; C2C12 myotubes + simvastatin, ATP luminescence, 48 h; scaled: DMSO 0, geranylgeraniol control 100;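 active means mean ATP rescue above about 67%, or every replicate alone reaching that limit, limit read from the data, passing the limit was not always enough; inconclusive means no clear call, values can overlap the other calls; inactive means mean under the limit and some replicate under it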;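 further: myotubes were challenged with 10 µM simvastatin during compound exposure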
PAX8 reporter = lowers PAX8-driven luciferase in RMG-I cells. inhibition, % at 12.6 µM. AID 652154. 360,000 compounds, 1.2% hits. RMG-I TPO-luciferase reporter, SteadyGlo, 24 h;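 active means mean replicate inhibition at least 60% with every replicate also reaching 60%; inconclusive means only one of the two criteria is met; inactive means mean below 60% and not all replicates reaching 60%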;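 further: luciferase light reporting Pax8 driven TPO promoter activity; plate controls were median of neutral control wells for no effect and mitoxantrone controls for full effect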
* hit, by the source's call; ? = inconclusive; / = not tested or not shown; & = joins results of further samples; ! = not active in a repeat.

SMILES	ARNT-TACC3 inh	LGR2 inh	Cneo AK release	PGC1a acetyl inh	INS-1E GSIS act	PglD inh	C2C12 statin	PAX8 reporter
C[C@H](CO)N1C[C@H](C)[C@@H](CN(C)C(=O)NC2CCCCC2)Oc2ccc(NC(=O)Nc3ccc(F)cc3)cc2C1=O	-7	19	-4	0	3	-2	25	-16
O=C(O)CSCc1c(F)cccc1Cl	-3	5	/	9	6	/	-5	/
Cc1cccc(NC(=O)c2cc(NC(=O)C3CCCCC3C(=O)O)ccc2Cl)n1 (stereo not drawn)	9	/	2	-5	/	13	8	/
COc1ccc(-c2cc3ccc(OC(C)C(=O)O)cc3oc2=O)cc1 (stereo not drawn)	-6	2	-2	15	-6	4	-2	-10
COc1ccc(C/C(C)=N/NC(=O)c2ccncc2)cc1	-1	5	/	/	-9	/	/	24
CCOC(=O)C1=C(C)NC(=S)NC1C (stereo not drawn)	/	-20	-3	-8	-1	2	0	-3
O=C(c1cccc(F)c1)N1CC(=O)N2[C@H](CO)[C@H](c3ccc(/C=C/c4ccccc4)cc3)[C@@H]2C1	/	12	/	-5	-26	/	/	9
O=C(CCc1ccccc1)NNC(=O)Nc1ccc(F)c(Cl)c1	-10	24	-4	3	-13	1	-2	-11
CCc1cc(C(=O)N2CCN(S(=O)(=O)c3ccccc3F)CC2)sc1C	/	1	-2	-2	-20	-2	12	17
C[C@H](O)[C@@H]1C(=O)N2CCc3c([nH]c4ccccc34)[C@@H]2C[C@@H]1N(C)Cc1ccc(Cl)cc1	/	15	2	9	-27	2	29	6
CN(C(=O)CSc1nnc(Cc2cccc3ccccc23)n1N)C1CCS(=O)(=O)C1 (stereo not drawn)	2	/	3	7	/	6	3	/
COc1ccc(NC(=O)c2ccc(N3C(=O)C4CC=C(C)CC4C3=O)cc2)c(OC)c1 (stereo not drawn)	-4	7	-2	0	1	5	-34	16
COc1cccc(NC(=S)C(C#N)=C2N(C)c3ccccc3N2C)c1	-2	-2	-1	-7	-5	-4	0	13
COc1ccc(NC(=O)c2c(Cl)n(C)c3ccccc23)cc1	0	-56	-3	3	8	/	-14	/
CCOC(=O)/C(N=Nc1sc(C(=O)OC)c(C)c1C(=O)OCC)=C(\O)CCl	0	-9	1	0	2	-13	-7	-16
O=c1[nH]cnc2c1N=C(c1cccc([N+](=O)[O-])c1)CC(c1ccccc1)N2 (stereo not drawn)	25	-7	/	-5	-46	/	/	-8
COc1ccc(C(=O)n2nc(-c3ccco3)nc2N)cc1OC	-2	8	/	-3	13	/	/	-7
Cc1ccc(-n2cc(CCCCCCCCC(=O)O)nn2)cc1	2	-6	3	/	-1	3	11	-12
CN1C(=O)C(CCC(=O)O)NC1=S (stereo not drawn)	-5	13	-3	4	1	-3	/	-3
COc1ccc(NS(=O)(=O)c2cc(NC(=O)/C=C/c3ccccc3OC)ccc2N2CCCCC2)cc1	-3	8	/	/	-4	/	/	10
CC(=O)N1C(C(=O)O)Cc2c([nH]c3ccccc23)C1C (stereo not drawn)	-18	-7	-2	/	20	8	0	6
CC(C)C(NC(=O)c1ccc(F)cc1)C(=O)N1CCN(c2ccccn2)CC1 (stereo not drawn)	-17	-11	-7	1	6	3	5	16
C[C@@H](NC(=O)C[C@H]1CC[C@@H](NC(=O)C2CCOCC2)[C@H](CO)O1)c1ccccc1	-3	-5	5	-3	-13	1	-2	2
CCC(=O)N1[C@@H]2c3cccc(=O)n3C[C@@H]2[C@@H](CO)[C@@H]1C(=O)NCc1ccc(F)cc1	-3	21	48	/	8	-1	-25	/
COC(=O)c1c(NC(=O)COC(=O)c2ccccc2O)sc2c1CCCCC2	7	-4	/	/	2	/	/	-10
O=C1CC(NNc2ccccc2)C(=O)N1c1ccccc1 (stereo not drawn)	2	-15	/	/	-4	/	/	-9
COc1ccc(-c2nnc3n2-c2ccccc2SC3)cc1OC	-17	/	-3	-11	/	-141	1	/
COCC(=O)Nc1ccc2c(c1)C(=O)N(C)[C@H]1CC[C@@H](CC(=O)NCc3cccc(F)c3)O[C@@H]1CO2	11	-19	1	8	3	-2	-11	4
C[C@@H]1CCCCO[C@@H](CN(C)C(=O)NC2CCCCC2)[C@H](C)CN([C@H](C)CO)C(=O)c2cc(NC(=O)CCCN(C)C)ccc2O1	-1	6	3	-16	3	1	/	/
C=CCSc1nc2ccccc2n1Cc1nnc(-c2cccs2)o1	-5	/	4	-17	/	3	14	11
O=C(CN1CC[C@@]2(O)CCCC[C@H]2[C@@H]1c1ccc(F)cc1)NCc1ccco1	2	0	/	/	-17	/	/	25
C[C@@H]1CN([C@@H](C)CO)C(=O)CCCn2nncc2CO[C@H]1CN(C)Cc1ccccc1	1&0	-4&-24	0&-1&5	-1&3&6	41*!	2&1&2	-1&-7&0	-17&-20
COc1ccc(C2=NN(C(C)=O)CC2c2cccc([N+](=O)[O-])c2)cc1 (stereo not drawn)	7	-4	0	0	36	-6	11	13
CC(C[N+](C)(C)C)OC(N)=O (stereo not drawn)	-3	-6	2	2	4	-4	-2	1
CN1CCN(C(=O)C[C@@H]2CC[C@@H]3[C@H](COc4ccc(NC(=O)C5CCCCC5)cc4C(=O)N3C)O2)CC1	-21	4	-3	3	7	5	-13	-4
COc1ccc(C(=O)N(C)C2CCCc3ccccc32)cc1OC1CCN(C(C)C)CC1 (stereo not drawn)	-11	-13	3	/	7	-2	-14	-16
C[C@@H](NC(=O)C[C@H]1CC[C@@H](NC(=O)Nc2ccc3c(c2)OCO3)[C@H](CO)O1)c1ccccc1	11	-11	-2	2	-7	2	11	-21
Cc1cc(N2CCN(c3ccc(F)cc3)CC2)nc(-c2ccccc2)n1	1	/	-3	-10	/	-3	6	/
O=C(CC1CCCC1)Nc1cc(C(F)(F)F)ccc1-n1cncn1	-1	-4	-1	-3	17	4	-8	11
O=C1CC(C2CCCO2)C(=O)N1c1ccc(Cl)c(Cl)c1 (stereo not drawn)	0	6	/	/	10	/	/	9
CCCc1cn(CC[C@@H]2CC[C@@H](NC(=O)C3CCOCC3)[C@@H](CO)O2)nn1	-3	7	4	-2	20	-4	-3	3
CN(C)S(=O)(=O)c1cccc(C(=O)Nc2ccc(C(=O)Nc3cccc(S(N)(=O)=O)c3)cc2)c1	-4	-20	0	-6	/	-2	11	-10
Cc1c(NC(C)c2ccccc2O)c(=O)n(-c2ccccc2)n1C (stereo not drawn)	-6	-6	-2	-17	0	3	-17	/
COCC#Cc1cnc2c(c1)C(=O)N([C@@H](C)CO)C[C@H](C)[C@H](CN(C)C(=O)c1ccc(F)cc1)O2	-16	7	1	-1	28	1	3	/
CCOC(=O)N1CCN(C(=O)Cc2ccc(Cl)cc2)CC1	-4	/	-1	1	/	3	-3	/
O=C(C[C@H]1CC[C@H](NC(=O)C2CC2)[C@H](CO)O1)NCc1ccccc1Cl	0	3	-2	2	0	-2	0	-8
CC(=O)Nc1cccc(NS(=O)(=O)c2c(C)noc2C)c1	-24	2	0	7	12	-2	-2	8
N#C[C@H]1[C@H](c2ccc(C3=CCCCC3)cc2)[C@@H](CO)N1C(=O)c1ccccn1	-11	-7	2	3	7	-5	-1	17
O=C(NCC[C@@H]1CC[C@@H](NC(=O)c2cccnc2)[C@H](CO)O1)Nc1ccc(C(F)(F)F)cc1	/	-3	-20	-4	-1&-12	7	-22	-113
CN1CCN(c2ccc(CNC(=O)C3Cc4c(-c5cccc(F)c5)ccnc4O3)cc2)CC1 (stereo not drawn)	/	10	4	-3	10	-4	-3	-6
Cc1cc(C)cc(NC(=S)NC(=O)Cc2ccccc2)c1	0	17	11	/	/	-4	-14	-1
Cc1ccc(C)c(S(=O)(=O)NCC(=O)NCc2ccco2)c1	0	-1	/	/	-2	/	/	-1
O=C(CSc1nc2nccnc2c(=O)n1Cc1cccs1)Nc1ccccc1F	3	7	3	/	-1	-5	-2	0
COc1ccc(NC(=O)c2cc(C)nc3ccccc23)c(OC)c1	-1	21	/	-2	4	/	13	8
O=S(=O)(c1ccccc1F)N1CCCCN2[C@H](C1)[C@H](c1ccc(-c3cccnc3)cc1)[C@@H]2CO	-9	-13	-2	4	-16	3	/	2
Cc1ccc(N(C)S(=O)(=O)c2cccc(C(=O)Nc3nnc(C4CC4)s3)c2)cc1	1	14	/	16	-4	/	-11	-8
CCCN1C[C@@H](C)[C@@H](OC)CN(C)C(=O)c2ccc(NC(=O)C3CCC3)cc2OC[C@H]1C	-8	-4	3	-12	10	-1	-15	/
Cc1ccc2c(c1)CCCO[C@]21O[C@H](CCO)C[C@H](O)[C@H]1O	/	-18	4	1	1	3	-7	-14
COc1ccc(C2C(=O)c3ccccc3C2=O)c(OC)c1	1	/	-2	-6	11	-2	-3	4
CCn1c(SCC(=O)NCCc2ccccc2)nc2c([nH]c3ccccc32)c1=O	-3	-15	1	2	2	2	/	23

Continued:
SMILES	ARNT-TACC3 inh	LGR2 inh	Cneo AK release	PGC1a acetyl inh	INS-1E GSIS act	PglD inh	C2C12 statin	PAX8 reporter
CCOC(=O)C1=C(N)Oc2c(oc(CO)cc2=O)C1c1ccc(Cl)cc1 (stereo not drawn)	-1	4	/	2	2	/	/	0
Cc1noc(C)c1S(=O)(=O)Nc1ccc2c(c1)C(=O)N([C@H](C)CO)C[C@@H](C)[C@H](CN(C)Cc1ccc(C(F)(F)F)cc1)OCCCC[C@H](C)O2	3	18	16	13	-22	2	/	72*
CC(C)CNC(=O)C1C2C=CC(C2)C1C(=O)O (stereo not drawn)	-4	/	5	13	/	0	5	23
O=[n+]1c2c(n([O-])c3cc(F)c(N4CCCC4)cc31)CCCC2	0	/	0	11	/	-3	/	/
COC(=O)C(Cc1c[nH]c2ccccc12)NC(=O)c1cccc(S(=O)(=O)N2CCCCC2)c1 (stereo not drawn)	-14	-3	-2	2	-24	1	0	3
CC1CCCCC1NC(=O)C(Cc1ccccc1)NS(=O)(=O)c1cccs1 (stereo not drawn)	-7	/	-7	/	/	1	3	/
COc1cccc(S(=O)(=O)N2CC[C@@H]3[C@H](CO)Nc4ccc(C5=CCCCC5)cc4[C@@H]32)c1	16	0	-8	7	3	1	-11	91*
Cc1cccc(-c2ccc([C@H]3[C@H](CO)N4CCCCN(S(=O)(=O)c5cccc(C)c5)C[C@@H]34)cc2)c1	18	-3	8	9	-16	0	/	?
O=C(Nc1cccnc1)c1cc2c(ccc3ccccc32)o1	-3	/	0	-5	/	0	-13	/
CCNc1nc(NCC)nc(N(C)n2cnnc2)n1	-2	/	0	2	/	-4	-9	15
CC(=O)Nc1ccc(NC(=O)C(C)OC(=O)c2cc(S(=O)(=O)N3CCOCC3)ccc2Cl)cc1 (stereo not drawn)	-12	5	5	/	-4	6	0	-15
Cc1ccc(N2CCCn3c2cc(C)c(C#N)c3=O)cc1Cl	-4	/	0	-2	/	5	9	/
CCOc1cc(C(=O)NCc2nnc(SCC(=O)OC)n2C)cc(OCC)c1OCC	-1	8	/	3	-4	/	/	/
O=C(Cn1ncc(Cl)c(Cl)c1=O)N1CCOCC1	0	100*	/	-21	5	/	/	26

Individual results from the results shown.
Under ARNT-TACC3 inh, CCOC(=O)C1=C(N)Oc2c(oc(CO)cc2=O)C1c1ccc(Cl)cc1 (stereo not drawn) is listed with -1
Under LGR2 inh, CCOc1cc(C(=O)NCc2nnc(SCC(=O)OC)n2C)cc(OCC)c1OCC is listed with 8
